From PubChem BioAssay
ATXN2 expr inh: Primary qHTS for Inhibitors of ATXN expression; Potency, µM (series often up to 57 µM), for the others: at the highest dose activity change, negative = inhibition, usual class: inhibitors; HEK-293 ATXN2-luciferase reporter, luminescence, 24 h; AID 1745845, 2022; hit rate 0.72% among 360,000; further: potency means the concentration at half of the fitted maximal effect; on the % scale 0 is the no-effect control and ±100 the full control effect; nearly all actives have a fitted effect of over 55% in size
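qHTS (up to 57 uM final) was run with 24 h compound exposure of reporter cells at 37 °C. Each well was multiplexed: SteadyGlo luminescence measured ATXN2-luciferase expression after a fluorogenic Gly-Phe-AFC viability readout (25 uM final).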
KB-3-1 cytotox: qHTS assay for MDR1-selective chemotherapeutics: Primary screen using the parental adenocarcinoma cell KB-3-1 | hit rate 1.4% among 400,000 | KB-3-1 viability, CellTiter-Glo ATP luminescence, 72 h | AID 1347075, 2019 | Potency, µM (top dose mostly 46.1 µM), without a hit: at the top dose activity change, negative = cytotoxic, usual class: cytotoxic; further: potency means the concentration at half of the fitted maximal effect; on the % scale 0 is the no-effect control and ±100 the full control effect; nearly all actives have a fitted effect of over 60% in size
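Multi-concentration cytotoxicity screen in KB-3-1 cells grown in DMEM lacking phenol red with 10% FBS. After 72 h at 37 °C with compound, ATP-dependent luminescence was recorded.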
KB-V1 cytotox: qHTS assay for MDR1-selective chemotherapeutics: Primary screen using the drug-selected MDR subline cells KB-V1; AID 1347076, 2019; KB-V1 MDR cells viability, CellTiter-Glo, 72 h; Potency, µM (doses to about 46.1 µM), without a hit: at the highest dose activity change, negative = cytotoxicity, most hits filed as cytotoxic; hit rate 3.4% among 400,000; further: potency means the concentration at half of the fitted maximal effect; on the % scale 0 is the no-effect control and ±100 the full control effect; nearly all actives have a fitted effect of over 60% in size
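Following 72 h at 37 degrees C with compound, KB-V1 cell viability was read by CellTiter-Glo luminescence, medium being phenol-red-free DMEM plus 10% FBS; concentration-response parameters came from normalized, curve-fitted qHTS data.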
HT1080 IDH1KD tx: qHTS for induction of synthetic lethality in tumor cells producing 2HG: qHTS for the HT-1080-IDH1KD cell line; hit rate 2% among 360,000; Potency, µM (doses to about 46.1 µM), for the others: top-dose activity, negative = toxicity, usual class: cytotoxic; HT-1080 IDH1 knockdown viability, ATP luminescence, 48 h;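 further: potency means the concentration at half of the fitted maximal effect; 0% = DMSO wells and -100% = cell-free medium wells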
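Knockdown cells (IDH1KD HT-1080) received compounds 2 h after plating at 750 cells/well and were kept 48 h at 37 °C in 5% FBS RPMI. A CellTiter-Glo luminescence read gave % activity for curve fitting.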
WRN inhibitor: qHTS for Inhibitors of WRN Helicase | Bifunctional 3'-5' exonuclease/ATP-dependent helicase WRN (Homo sapiens), Q14191 | WRN helicase unwinding, fluorescent forked duplex, kinetic | Potency, µM (titrated, usually from 114 µM), inactives show top-dose activity change, negative = inhibition, most hits filed as inhibitors | hit rate 0.46% among 360,000; further: potency means the concentration at half of the fitted maximal effect; on the % scale 0 is the no-effect control and ±100 the full control effect; nearly all actives have a fitted effect of over 55% in size
Target sequence (Q14191 whole entry, looked up): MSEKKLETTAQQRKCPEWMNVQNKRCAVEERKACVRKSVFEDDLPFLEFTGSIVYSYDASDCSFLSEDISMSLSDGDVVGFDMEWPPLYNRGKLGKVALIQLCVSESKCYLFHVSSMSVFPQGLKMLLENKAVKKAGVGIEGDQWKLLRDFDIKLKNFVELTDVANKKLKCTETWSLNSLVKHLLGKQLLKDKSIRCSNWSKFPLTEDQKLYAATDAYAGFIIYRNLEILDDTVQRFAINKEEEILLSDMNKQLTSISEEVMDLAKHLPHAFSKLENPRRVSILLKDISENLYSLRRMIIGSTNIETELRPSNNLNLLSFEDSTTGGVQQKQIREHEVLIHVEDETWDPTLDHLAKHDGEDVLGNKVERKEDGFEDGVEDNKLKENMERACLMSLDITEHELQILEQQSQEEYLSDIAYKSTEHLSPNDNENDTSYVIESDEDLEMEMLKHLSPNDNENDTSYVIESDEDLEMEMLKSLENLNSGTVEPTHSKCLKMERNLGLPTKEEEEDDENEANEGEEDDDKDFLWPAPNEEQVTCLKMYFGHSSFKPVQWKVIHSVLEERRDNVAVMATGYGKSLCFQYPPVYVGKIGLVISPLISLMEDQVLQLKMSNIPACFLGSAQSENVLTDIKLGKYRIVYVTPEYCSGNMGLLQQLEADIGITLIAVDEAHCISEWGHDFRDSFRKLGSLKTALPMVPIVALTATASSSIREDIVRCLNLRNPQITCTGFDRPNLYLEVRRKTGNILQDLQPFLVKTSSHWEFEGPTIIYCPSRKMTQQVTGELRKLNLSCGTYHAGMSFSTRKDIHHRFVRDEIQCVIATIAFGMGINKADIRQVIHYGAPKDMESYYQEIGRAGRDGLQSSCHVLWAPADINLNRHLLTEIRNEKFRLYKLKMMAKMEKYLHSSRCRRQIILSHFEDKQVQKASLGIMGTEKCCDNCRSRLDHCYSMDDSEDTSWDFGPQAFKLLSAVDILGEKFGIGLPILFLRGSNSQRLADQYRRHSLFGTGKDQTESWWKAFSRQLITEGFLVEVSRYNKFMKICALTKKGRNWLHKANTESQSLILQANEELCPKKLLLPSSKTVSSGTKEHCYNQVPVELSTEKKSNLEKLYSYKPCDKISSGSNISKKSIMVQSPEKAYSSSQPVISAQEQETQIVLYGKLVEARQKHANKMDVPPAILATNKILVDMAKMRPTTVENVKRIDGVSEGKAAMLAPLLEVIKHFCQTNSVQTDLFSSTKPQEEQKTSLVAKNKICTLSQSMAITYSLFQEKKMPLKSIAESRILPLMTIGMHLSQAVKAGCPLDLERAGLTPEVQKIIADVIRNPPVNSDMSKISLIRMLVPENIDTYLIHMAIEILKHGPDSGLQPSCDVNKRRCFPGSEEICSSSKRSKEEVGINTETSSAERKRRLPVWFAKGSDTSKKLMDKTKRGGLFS
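Enzyme (20 nM final) and test compound sit together 15 min at room temperature before substrate addition. Substrate is a single-forked duplex oligonucleotide (100 nM) labelled with fluorophore and quencher, with 2 mM ATP; helicase unwinding raises red fluorescence, read kinetically.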
IL-1B inflam inh: qHTS for Inhibitors of Inflammasome Signaling: IL-1-beta AlphaLISA Primary Screen | activity change, % at 57.5 µM | hit rate 4.7% among 360,000 | THP-1 LPS/ATP IL-1B secretion, AlphaLISA, 16 h; active compounds read low; in the data active means activity change below about -50%; inconclusive means mostly about -30% to -49%; further: on the % scale 0 is the no-effect control and ±100 the full control effect
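THP-1 cells pretreated 1 hr with compounds (up to 57.5 uM final), then stimulated with LPS (250 ng/mL final) plus ATP (1.25 mM final); secreted IL-1B measured by AlphaLISA after 16 hr, decreased signal indicating inhibition.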
HT1080-NT tox: qHTS for induction of synthetic lethality in tumor cells producing 2HG: qHTS for the HT-1080-NT fibrosarcoma cell line. HT-1080-NT fibrosarcoma viability, CellTiter-Glo ATP luminescence, 48 h. Potency, µM (series often up to 46.1 µM), without a hit: top-dose activity, negative = less viability, actives largely listed as cytotoxic. hit rate 1.6% among 360,000. AID 686970, 2013;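 further: NT is the 2HG producing partner of a matched IDH1 knockdown line; potency means the concentration at half of the fitted maximal effect; 0% = DMSO-treated cells and -100% = media-only wells without cells; nearly all actives have a fitted effect of over 55% in size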
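A 48-hour cytotoxicity screen used HT-1080-NT cells plated 2 hours before compound delivery. ATP-based CellTiter-Glo luminescence measured viability, normalized to DMSO and no-cell controls.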
SW480 rerep: A quantitative high throughput screen for small molecules that induce DNA re-replication in SW480 colon adenocarcinoma cells; SW480 DNA re-replication, Hoechst DNA content imaging, 48 h; Potency, µM (top dose mostly 46.1 µM), inactives show at the highest dose re-replication activation, actives largely listed as activators; hit rate 1.8% among 340,000; further: potency means the concentration at half of the fitted maximal effect; % of control where 0% means no effect; nearly all actives have a fitted effect of over 55% in size
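250 cells/well; 23 nL cpd via pin tool; 48 hr, 37 C, 5% CO2; Hoechst 40 min; imager read of total nuclear intensity, ex 405/em 500-530 nm.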
MCF10A rerep: A quantitative high throughput screen for small molecules that induce DNA re-replication in MCF 10a normal breast cells. MCF 10A DNA re-replication, Hoechst nuclear intensity, 48 h. Potency, µM (doses to about 46.1 µM), for inactives: top-dose activity, positive = re-replication, most hits filed as activators. hit rate 2.9% among 350,000; further: potency means the concentration at half of the fitted maximal effect; % of control where 0% means no effect; nearly all actives have a fitted effect of over 50% in size
Starred values were filed as active, the others as inactive; ? = inconclusive; . = no result given; & = joins results of further samples; [ ] = dose if it differs, or a comment. Unless noted, the call rests on the fitted dose curve; in most records, active means well fitted curve in the direction sought with a large enough effect; inconclusive means small, poorly fitted or top-dose-only effect, or another doubt; inactive means no such curve, though single readings can be large; an effect the other way counts as inactive or inconclusive.

Each structure is followed by: MCF10A rerep, IL-1B inflam inh, KB-3-1 cytotox, ATXN2 expr inh, WRN inhibitor, HT1080 IDH1KD tx, KB-V1 cytotox, HT1080-NT tox, SW480 rerep
COc1cccc(NC(=O)[C@H](CC(C)C)NC(=O)N2CCn3c2nc2ccccc23)c1
 : 8%, -5, 1%, ?, 1%, ?, -3%, ?, -15%
CN(CC(=O)Nc1ccc(Cl)c(C(F)(F)F)c1)C(=O)C1CCC1
 : 4%, -6, -5%, 3%, -1%, 3%, -16%, -2%, -94%[inhibitor]
CCOC(=O)CCSc1nc(C)c2cc(C)c(C)cc2n1
 : 17%, 24, ?, 22%, -5%, 6%, 15%, 7%, -6%
CC1CC(C)CN(C(=O)CSc2nnc3ccccn23)C1 (stereo unspecified)
 : 3%, -3, 3%, -4%, -1%, -1%, ?, -5%, -1%
CCCCNS(=O)(=O)c1ccc(NC(=O)C(Sc2ccccc2)c2ccccc2)cc1 (stereo unspecified)
 : ?, ?, ?, 0%, -12%, ?, ?, ?, ?
Cc1ccc(-c2c3c(nc4sc(C(N)=O)c(N)c24)CCCC3)o1
 : ?, -25, 24%, -6%, ?, -8%, -14%, -2%, -447%[inhibitor]
CCOc1cc(/C=N/NS(=O)(=O)c2ccccc2)ccc1OS(=O)(=O)c1ccc(C)cc1
 : ?, -4, -1%, -13%, -11%, -5%, 12%, -7%, -6%
O=C(O)c1ccccc1SCc1cn2cc(Br)ccc2n1
 : -2%, 12, -4%, ?, -15%, 4%, -3%, ?, 6%
CCCCOC(=O)C(C#N)c1nc2ccccc2nc1N1CCN(Cc2ccc3c(c2)OCO3)CC1 (stereo unspecified)
 : 2%, -4, -22%, -7%, 16%, -6%[9.24 µM], ?, -3%, 0%
COc1ccc(C(=O)COC(=O)c2cccs2)cc1
 : 11%, 0, 0%, ., 4%, -15%, ?, 1%, -8%
CC1Oc2ccccc2N(CC(=O)c2ccccc2)C1=O (stereo unspecified)
 : -6%, -8, -2%, 16%, -1%, -14%, 0%, -28%, -1%
Cc1ccc(Nc2c(-c3cccnc3)nc3ccc(Br)cn23)cc1
 : 19%, 3, -9%&6%, 0%, -4%, 8%, ?, 0%, -13%
c1cnc(-c2noc(CN3CCN(C4C5CC6CC(C5)CC4C6)CC3)n2)cn1 (stereo unspecified)
 : 23%, 11, 6%, -7%, 4%, -2%, 2%, -3%, -19%
COc1c(C)cc(Br)cc1C(=O)Nc1ccc(S(N)(=O)=O)cc1
 : ?, -4, -7%, -6%, 4%, -19%, 0%, -25%, -3%
COc1ccc(N2CCN(CC(=O)Nc3c(C)cc(C)cc3C)CC2)cc1
 : 16%, 0, -16%, -4%, -2%, 2%, ?, -5%, 18%
CC(=O)NS(=O)(=O)c1ccc(NC(=O)CSc2ccc(Cl)cc2)cc1
 : -12%, 24, -2%, -4%, 5%, 9%, -3%, 10%, -6%
CCCC1=[N+](CC(=O)c2ccc(Br)cc2)CCn2cccc21
 : ?, -11, 3%, -11%, 0%, -8%, ?, -12%, -25%
Cc1ccc(OCC(=O)Nc2cccc3c2CCCC3)cc1C
 : 23%, -12, 19%, -10%, 3%, 1%, -7%, 10%, -1%[9.22 µM]
COc1cccc(C(=O)Nc2ccc(S(=O)(=O)Nc3cc(C)nc(C)n3)cc2)c1
 : -2%, 21, 8%, -2%, -5%[57.1 µM], 11%, ?, 8%, -78%[inhibitor][1.84 µM]
COc1ccc(CCC(=O)Nc2nccs2)cc1OC
 : -4%, -6, -4%, 0%, 12%, 0%, 10%, 4%, -8%
CC(=O)N1CCN=C1SCc1ccc(Br)cc1
 : ?, -3, -1%, -6%, -6%, -5%, 8%, -5%, -3%
Clc1ccc(C2=CSC3=NCCN23)c(Cl)c1
 : 9%, -51*, 9%, -4%, 1%, -15%, -19%, 5%, -98%[inhibitor]
CC1(C)Oc2cc3oc(C(=O)O)cc(=O)c3cc2-c2ccccc21
 : ., -7, -7%, ., 0%, 28%, -8%, 12%, .
Cc1ccc(-c2cc3nc(-c4ccc(Br)cc4)cc(N)n3n2)cc1
 : ?, -20, -1%, -4%, -28%[57.1 µM], ?, 5%, ?, -2%
CCCn1c(SCC(=O)Nc2ccc3c(c2)OCO3)nc2c1c(=O)n(C)c(=O)n2C
 : 1%, 31, 7%, ?, 9%, -10%, ?, -12%, -4%
Cc1cc(/C=C(\C#N)C(=O)O)c(C)n1CCC(C)C
 : -8%, -8, 4%, 12%, 9%, -7%, ?, -4%, -17%
O=C(Nc1ccc(Cl)c(NC(=O)c2cccs2)c1)c1ccco1
 : 17%, -7, -8%, ., 0%, 0%, -16%, -1%, 3%
Cc1ccc(S(=O)(=O)NC(=O)C2(C)CCN2C(=O)CCc2ccc(Cl)cc2Cl)cc1 (stereo unspecified)
 : ., 16, 0%, -2%, 7%, 0%, 3%, 9%, .
CCOC(=O)N1CCN(S(=O)(=O)c2ccc(C)c(C)c2C)CC1
 : 0%, 25, -14%, -5%, -27%, -1%, -2%, -1%, -4%
COc1ccc(-c2ccc(CCC(=O)O)n2CC2CCCO2)cc1 (stereo unspecified)
 : 26%, 18, -9%, 14%, -11%, ?, -5%, ?, ?
O=C(NCc1ccc(Cl)c(Cl)c1)c1ccc2c(c1)OCO2
 : ?, -1, 0%, -22%, -5%, ?, 7%, ?, 2%
COc1ccc(C(CNC(=O)C(C)Oc2ccc(Br)cc2)N2CCOCC2)cc1 (stereo unspecified)
 : 1%, -12, -12%, 6%, -5%, 0%, ?, -5%, -1%
CCCOc1ccc2c3c(c(=O)oc2c1)CCCC3
 : ?, 7, 6%, 0%, -2%, 7%, -1%, 7%, 13%
Cc1[nH]c2ccccc2c(=O)c1CN(C)Cc1ccccc1
 : 10%, -11, 18%, 1%, 6%, 2%, 16%, -1%, 1%
Cc1nc2c(C#N)cnn2c2c1CCNN2C
 : ?, -2, -6%, -10%, -29%, -1%, 4%, 13%, -2%
CN1N=C(c2ccc(F)c(F)c2)CSC1=NCc1ccccc1
 : -5%, -9, -21%, -12%, -14%, ?, 0%, 11%, 3%
COc1ccc(C)cc1NC(=O)C(OC(=O)CNC(=O)c1cc(C)cc(C)c1)c1ccccc1 (stereo unspecified)
 : -11%, 0, 2%, -15%, -9%, -1%, -14%, 1%, ?
O=C(c1ccccc1)[C@@H]1[C@@H]2C(=O)N(c3ccc(F)cc3)C(=O)[C@@H]2C2CCCN21 (stereo partly specified)
 : ?, -59*, ?, ., -3%, 23µM*, -24%, ?, ?
CCn1c(SCc2nc3ccccc3c(=O)[nH]2)nc2ccccc2c1=O
 : -4%, 2, -10%, 2%, -6%, ?, 0%, ?, -4%
CCN1CCN(CC(=O)Nc2cc3c(cc2C(C)=O)OCO3)CC1
 : 14%, 22, 18%, -5%, -22%, 8%, 2%, 5%, -3%
CCN(C(=O)COC(=O)c1cnc(C)cn1)C1CCS(=O)(=O)C1 (stereo unspecified)
 : 0%, -2, 0%, -10%, -17%, -5%, 6%, -3%, 4%
O=C1CS/C(=N\NC(=O)c2ccccc2)N1
 : 6%, 8, 1%, -5%, -5%, -3%, 18%, -2%, -66%[inhibitor]
NN1C(=O)c2cccc3c(C(=O)O)ccc(c23)C1=O
 : 2%, 43, 13%, 4%, 4%, -3%, 1%, -3%, -5%

Printed as active in IL-1B inflam inh (from the list above):
SMILES | IL-1B inflam inh | WRN inhibitor | SW480 rerep
Clc1ccc(C2=CSC3=NCCN23)c(Cl)c1 | -51* | 1% | -98%[inhibitor]
O=C(c1ccccc1)[C@@H]1[C@@H]2C(=O)N(c3ccc(F)cc3)C(=O)[C@@H]2C2CCCN21 (stereo partly specified) | -59* | -3% | ?

Filtered by structure: the entries above containing bromine.
Each structure is followed by: MCF10A rerep, IL-1B inflam inh, KB-3-1 cytotox, ATXN2 expr inh, WRN inhibitor, HT1080 IDH1KD tx, KB-V1 cytotox, HT1080-NT tox, SW480 rerep
O=C(O)c1ccccc1SCc1cn2cc(Br)ccc2n1
 : -2%, 12, -4%, ?, -15%, 4%, -3%, ?, 6%
Cc1ccc(Nc2c(-c3cccnc3)nc3ccc(Br)cn23)cc1
 : 19%, 3, -9%&6%, 0%, -4%, 8%, ?, 0%, -13%
COc1c(C)cc(Br)cc1C(=O)Nc1ccc(S(N)(=O)=O)cc1
 : ?, -4, -7%, -6%, 4%, -19%, 0%, -25%, -3%
CCCC1=[N+](CC(=O)c2ccc(Br)cc2)CCn2cccc21
 : ?, -11, 3%, -11%, 0%, -8%, ?, -12%, -25%
CC(=O)N1CCN=C1SCc1ccc(Br)cc1
 : ?, -3, -1%, -6%, -6%, -5%, 8%, -5%, -3%
Cc1ccc(-c2cc3nc(-c4ccc(Br)cc4)cc(N)n3n2)cc1
 : ?, -20, -1%, -4%, -28%[57.1 µM], ?, 5%, ?, -2%
COc1ccc(C(CNC(=O)C(C)Oc2ccc(Br)cc2)N2CCOCC2)cc1 (stereo unspecified)
 : 1%, -12, -12%, 6%, -5%, 0%, ?, -5%, -1%
